# High-throughput results as filed in PubChem BioAssay.
# PhoP GFP inhibition = PhoP regulon inhibitors, Salmonella typhi PhoP promoter GFP reporter, confirmatory (AID 1850) | 310,000 tested, 0.33% active | one-dose inhibition, % at 50 µM; IC50 in µM for titrated hits | Salmonella Typhi PhoP-promoter GFP reporter, fluorescence, 4 h; higher % means a stronger effect; in the data active = a potency from the dose series; inconclusive = inhibition mostly from about 25% at the one dose, without a potency; inactive = the rest, 99 in 100 with inhibition below about 19%;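 note: 0% = induced wells with vehicle and 100% = uninduced wells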
# VEEV TC-83 Vero = inhibitors of VEEV TC-83 cytopathic effect, confirmation, Vero cells (AID 588727). Vero cells, VEEV TC-83 cytopathic effect inhibition; higher % means a stronger effect. one-dose inhibition, % at 20 µM; IC50 in µM for titrated hits. 350,000 tested, 0.13% active; in the data active = a potency from the dose series; inconclusive = inhibition mostly from about 14% at the one dose, without a potency; inactive = the rest, 99 in 100 with inhibition below about 12%; note: strong numbers were not always called active
# influenza NS1A = NS1A inhibition, H1N1 influenza, cell based functional assay (AID 504329). NS1A functional cell-based assay, percent inhibition; higher % means a stronger effect. one-dose inhibition, % at 12.5 µM; IC50 in µM for titrated hits. 340,000 tested, 0.3% active; in the data active = a potency from the dose series; inconclusive = inhibition above about 27% without an active follow-up result; note: strong numbers were not always called active
# M. tuberculosis HTS = M. tuberculosis growth inhibition, HTS (AID 449762). M. tuberculosis H37Rv growth inhibition, 7H9 media; higher % means a stronger effect. inhibition, % at 25 µM; hits with a dose series show IC50 in µM. 330,000 tested, 0.59% active; in the data active = a potency from the dose series; inconclusive = inhibition above about 70% without an active follow-up result;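 note: bacterial growth assessed after seven days of incubation; strong numbers were not always called active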
# M. tuberculosis = growth inhibition of non-replicating M. tuberculosis (AID 488890). Mycobacterium tuberculosis non-replicating, growth inhibition; higher % means a stronger effect. inhibition, % at 25 µM; hits with a dose series show IC50 in µM. 320,000 tested, 0.39% active; in the data active = a potency from the dose series; inconclusive = inhibition mostly from about 82% at the one dose, without a potency; inactive = the rest, 99 in 100 with inhibition below about 76%;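 note: plate controls were DMSO cells for no effect and high antibiotic wells for full effect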
# VEEV TC-83 Vero 10K pilot screen = recorded beside VEEV TC-83 Vero, whose call it bears; inhibition, %; measured here: 10K pilot screen inhibition
# Active calls of the source: *; i = inactive; ? = inconclusive; nt = no result given.
SMILES,PhoP GFP inhibition,VEEV TC-83 Vero,influenza NS1A,M. tuberculosis HTS,M. tuberculosis,others
CCC(C)(C)n1nnnc1C(c1cccnc1)N1CCN(c2cccc(C(F)(F)F)c2)CC1 (stereo not given),-2%,2.1%,-3%,-3%,35%,
CC(=O)N1CCN(c2nc3ccc([N+](=O)[O-])cc3s2)CC1,-2%,i,4%,-3%,13%,
NC1=NC(=O)/C(=C/c2cccc(-c3ccc(S(N)(=O)=O)cc3)c2)S1,-10%,i,-2%,-4%,7%,
Cc1cccc(NC(=O)NNC(=O)c2cc(-c3ccccc3Cl)nc3ccccc23)c1,-5%,6.6%,-2%,?,-1%,
CC12COC3(C(=O)Nc4ccc([N+](=O)[O-])cc4)CC1CCC32C (stereo not given),-9%,1.2%,-6%,10%,10%,
COC(=O)c1c(N)n(-c2ccc(NC(C)=O)cc2)c2nc3ccccc3nc12,-7%,1.3%,12%,-4%,-3%,
CC(=O)CCn1c(=O)n(CCC(C)=O)c(=O)n(CCC(C)=O)c1=O,-11%,1.3%,1%,-3%,-4%,
COc1cc(C(=O)OCC(=O)NC2CC2)ccc1OCCC(C)C,nt,0.6%,6%,3%,-4%,
O=C(CSc1ncnc2c1sc1ccccc12)Nc1ccc(Br)cc1,-10%,0.8%,-3%,0%,6%,
CC1CCCC(C)N1S(=O)(=O)c1ccc(NC(=O)CCN2C(=O)C3CC=CCC3C2=O)cc1 (stereo not given),nt,2.6%,-4%,nt,nt,
Cc1noc(C)c1NC(=O)N(C)C[C@H]1Oc2ccc(NS(=O)(=O)c3ccc(F)cc3)cc2C(=O)N([C@H](C)CO)C[C@@H]1C,nt,1.6%,-8%,3%,0%,
O=C(CSc1ccc(-c2cccs2)nn1)N1CCCCC1,-1%,1.0%,-7%,-13%,18%,VEEV TC-83 Vero 10K pilot screen=1.1

# Compounds listed so far that contain a carbonyl joined to an NH by a bond outside any ring, in the order listed:
SMILES,PhoP GFP inhibition,VEEV TC-83 Vero,influenza NS1A,M. tuberculosis HTS,M. tuberculosis,others
Cc1cccc(NC(=O)NNC(=O)c2cc(-c3ccccc3Cl)nc3ccccc23)c1,-5%,6.6%,-2%,?,-1%,
CC12COC3(C(=O)Nc4ccc([N+](=O)[O-])cc4)CC1CCC32C (stereo not given),-9%,1.2%,-6%,10%,10%,
COC(=O)c1c(N)n(-c2ccc(NC(C)=O)cc2)c2nc3ccccc3nc12,-7%,1.3%,12%,-4%,-3%,
COc1cc(C(=O)OCC(=O)NC2CC2)ccc1OCCC(C)C,nt,0.6%,6%,3%,-4%,
O=C(CSc1ncnc2c1sc1ccccc12)Nc1ccc(Br)cc1,-10%,0.8%,-3%,0%,6%,
CC1CCCC(C)N1S(=O)(=O)c1ccc(NC(=O)CCN2C(=O)C3CC=CCC3C2=O)cc1 (stereo not given),nt,2.6%,-4%,nt,nt,
Cc1noc(C)c1NC(=O)N(C)C[C@H]1Oc2ccc(NS(=O)(=O)c3ccc(F)cc3)cc2C(=O)N([C@H](C)CO)C[C@@H]1C,nt,1.6%,-8%,3%,0%,

# The listing picks up with the 3 entries that preceded the break.
SMILES,PhoP GFP inhibition,VEEV TC-83 Vero,influenza NS1A,M. tuberculosis HTS,M. tuberculosis,others
CC1CCCC(C)N1S(=O)(=O)c1ccc(NC(=O)CCN2C(=O)C3CC=CCC3C2=O)cc1 (stereo not given),nt,2.6%,-4%,nt,nt,
Cc1noc(C)c1NC(=O)N(C)C[C@H]1Oc2ccc(NS(=O)(=O)c3ccc(F)cc3)cc2C(=O)N([C@H](C)CO)C[C@@H]1C,nt,1.6%,-8%,3%,0%,
O=C(CSc1ccc(-c2cccs2)nn1)N1CCCCC1,-1%,1.0%,-7%,-13%,18%,VEEV TC-83 Vero 10K pilot screen=1.1
O=C(Nc1ccc(N2CCCCCC2)cc1)c1cccc(S(=O)(=O)N2CCOCC2)c1,nt,i,9%,8%,-3%,
CCC(C)[C@H](NC(=O)NCc1ccco1)C(=O)O (stereo not given in full),1%,1.5%,8%,4%,-11%,
CCOc1cc(C2Nc3ccccc3NC3=C2C(=O)CC(C)(C)C3)ccc1O (stereo not given),-4%,0.4%,4%,3%,10%,
CN(CC(=O)NCCc1ccc(S(N)(=O)=O)cc1)CC(=O)Nc1ccc(Cl)c(C(F)(F)F)c1,nt,2.2%,5%,nt,nt,
Cc1cc2oc(=O)cc(CN3CCN(Cc4ccccc4)CC3)c2cc1O,-4%,i,-1%,9%,1%,
Cc1cc(C)n2c(SCC#N)nnc2n1,-10%,i,-5%,-8%,-9%,
Cc1ccc(NC(=O)c2nccnc2C(=O)O)cc1C,-1%,0.3%,14%,-13%,-26%,
C=COCCNC(=S)N1CCOCCOCCN(C(=S)NCCOC=C)CCOCCOCC1,-2%,3.4%,-7%,-5%,12%,
Cc1ccc(S(=O)(=O)c2c(C)cc(C)nc2Cl)c(C)c1,-3%,i,-3%,4%,17%,
O=C(NCc1ccc(F)cc1)C1CCCN1C(=O)Nc1ccc(F)cc1 (stereo not given),11%,3.3%,-18%,2%,-12%,
CCCn1c(CCc2ccccc2)nnc1SCC(=O)N1CCOCC1,5%,0.3%,-7%,-2%,-6%,
CCCn1nc(C(=O)NNC(=O)c2cc(S(=O)(=O)NC)ccc2Br)c2ccccc2c1=O,-1%,9.5%,7%,-3%,-8%,
CNc1ncnc(Sc2ccc(Cl)cc2)c1[N+](=O)[O-],1%,22%,nt,7%,4%,
CCOC(=O)C1(Cc2cccc(Cl)c2)CCCN(C(=O)c2cccc(C)n2)C1 (stereo not given),10%,i,-2%,9%,6%,
O=C(COC(=O)C1CC1)Nc1ccc2c(c1)OCO2,-2%,0.9%,0%,2%,60%,
O=c1cn[nH]c2ccc(Br)cc12,nt,2.9%,6%,nt,nt,
COC(=O)c1ccc(NS(=O)(=O)c2cc3c4c(c2)CCN4C(=O)CC3)cc1,4%,1.9%,-9%,-6%,-3%,
COC(=O)c1ccccc1NC(=O)CSc1nnc(-c2cccnc2)o1,11%,0.8%,11%,0%,10%,
CCN(CC)S(=O)(=O)c1ccc(Cl)c(NC(=O)COC(=O)c2c(C)noc2C)c1,7%,1.3%,-8%,-4%,12%,
COC(=O)[C@]1(Cc2ccccc2)N[C@H](CN(C)C(=O)Nc2ccc(OC)cc2)[C@@H]2C(=O)N(C)C(=O)[C@@H]21,nt,i,-9%,9%,3%,
NC(=NCCc1ccccc1)NS(=O)(=O)c1ccccc1,12%,i,3%,-2%,-6%,
CCC(=O)c1ccc(OCC(O)CN2CCOCC2)cc1 (stereo not given),6%,0.0%,10%,1%,-16%,
CC(C)C(=O)O/N=C1\CCS(=O)(=O)c2sccc21,3%,0.3%,1%,-2%,4%,
Cc1c(C(=O)N2CCOCC2)c(S(=O)(=O)Nc2cccc(Br)c2)c(C)n1C,-31%,i,9%,4%,-4%,
CC(C)C[C@@H](CNCC(=O)[C@H](CC(C)C)NC(=O)c1[nH]cnc1C(=O)N[C@H](CN)CC(C)C)NC(=O)c1nc[nH]c1C(=O)N[C@@H](Cc1ccccc1)C(=O)O,nt,2.0%,-21%,nt,nt,
CC(=O)c1ccc(NC(=O)c2noc(C)c2[N+](=O)[O-])cc1,13%,1.2%,1%,-9%,20%,
CN(CCO)C(=O)CCC(=O)Nc1ccc(S(N)(=O)=O)cc1,-1%,0.3%,27%,-4%,7%,
CCn1c(CNC(=O)c2cccc(C)c2)nnc1SCC(=O)NC1CCCC1,8%,1.0%,4%,-4%,-10%,
CCc1ccc2c(c1)c1nnc(NN)nc1n2C,0%,6.1%,5%,-3%,28%,
COc1ccccc1NC(=O)C(C)OC(=O)Cc1n[nH]c(=O)c2ccccc12 (stereo not given),-2%,1.5%,10%,0%,-7%,
Cc1ccc(-c2noc(CSc3nnc(-c4cccs4)n3C)n2)cc1,0%,2.5%,1%,-7%,10%,
CCCCn1c(SCC(=O)NC2CC2)nc2ccccc2c1=O,-5%,5.5%,-4%,2%,-6%,
Cc1ccc2nc(SCc3nc4ccccc4c(=O)[nH]3)[nH]c2c1,-6%,11%,-2%,-4%,33%,
CCOC(=O)/C(C#N)=C1/C=CN(C)C(C)=N1,-2%,i,-9%,1%,6%,
Cn1c(N)c(C(=O)COC(=O)C2(c3cccc(F)c3)CCCC2)c(=O)n(C)c1=O,-5%,5.6%,-2%,-12%,11%,VEEV TC-83 Vero 10K pilot screen=6.1
COc1cccc(C(=O)N(C)CC(=O)Nc2ccc(F)c(F)c2F)c1,5%,0.6%,1%,-6%,-4%,
CCCCn1c(N)c(-c2nc3ccccc3s2)c2c([N+](=O)[O-])nn(CC)c(=O)c21,-10%,i,17%,16%,10%,VEEV TC-83 Vero 10K pilot screen=2.6
COC(=O)C1=C(c2ccc(Cl)c(C(F)(F)F)c2)C[C@@H]2CC[C@H]1N2C,nt,1.6%,2%,-5%,-6%,
CC(/C=C/c1ccco1)=N\NC(=O)c1cc(C)[nH]n1,-3%,3.1%,4%,-10%,2%,
COc1ccc(NC(=O)C23CC4CC(C2)CC(c2ccc(C)cc2)(C4)C3)cc1,-18%,i,1%,19%,-10%,
Cc1cc(C)cc(N/C(N)=N/c2nc(C)cc(C)n2)c1,2%,2.6%,-4%,-9%,-5%,
COCC(C)n1c(C)cc(C(=O)COc2ccc(N(C)S(=O)(=O)c3ccc(NC(C)=O)cc3)cc2)c1C (stereo not given),nt,11%,-7%,nt,nt,
CCOC(=O)C1=C(COC(=O)COc2ccccc2C(C)C)NC(=O)NC1C (stereo not given),nt,2.1%,5%,nt,nt,
Cc1cc(C)n(CCNC(=O)CC2C(=O)NCCN2Cc2ccccc2C(F)(F)F)n1 (stereo not given),-7%,1.0%,-1%,1%,0%,
COc1cc(C(=O)OCc2ccc(C)cc2)cc(NC(=O)c2cccs2)c1OC,-10%,1.4%,10%,12%,22%,
CN(C)S(=O)(=O)c1ccc(NC=O)cc1,-1%,7.8%,-13%,4%,0%,
CC1(C)CC(=O)C2=C(C1)N(Cc1ccco1)C(=O)C2(NC(=O)c1cccnc1)C(F)(F)F (stereo not given),2%,i,-1%,3%,3%,VEEV TC-83 Vero 10K pilot screen=0.2
CNC(=O)COC(=O)c1ccc(NC(=O)CC#N)cc1,3%,i,1%,1%,-4%,
Cc1ccc(N2C(=O)CC(Sc3ncccc3C(=O)O)C2=O)cc1 (stereo not given),-8%,0.2%,-16%,3%,1%,
C=CCOC(=O)C1=C(C)NC(=O)NC1c1cc2c(cc1Br)OCO2 (stereo not given),-3%,0.2%,-7%,2%,24%,
O=C1OC/C(=C(/O)c2ccc(Cl)cc2)C1=O,12%,0.4%,14%,-10%,?,
Cc1cc(C)c(C(N)=O)c(Nc2ccc3c(c2)OCCO3)n1,-8%,0.6%,-6%,-8%,-9%,
CC(C)OCCCNC(=O)c1cc(S(=O)(=O)N2CCCCC2)c[nH]1,-16%,1.5%,3%,-1%,-5%,
COc1cccc(NC(=O)CN2CCN(C(=O)c3ccco3)CC2)c1,-2%,0.6%,-1%,-22%,-5%,
COc1ccc(C(=O)NNC(=O)C(Cc2ccc(O)cc2)NC(=O)c2ccccc2NC(=O)c2ccc(OC)cc2)cc1 (stereo not given),-5%,1.6%,-3%,-1%,3%,

# A section taken from the entries so far:
SMILES,PhoP GFP inhibition,VEEV TC-83 Vero,influenza NS1A,M. tuberculosis HTS,M. tuberculosis,others
COc1cccc(NC(=O)CN2CCN(C(=O)c3ccco3)CC2)c1,-2%,0.6%,-1%,-22%,-5%,
COc1ccc(C(=O)NNC(=O)C(Cc2ccc(O)cc2)NC(=O)c2ccccc2NC(=O)c2ccc(OC)cc2)cc1 (stereo not given),-5%,1.6%,-3%,-1%,3%,

# Random draw from the library; about 1.5% have a hit in one of these screens.
